M. tuberculosis GlmU – inhibition of mycobacterial GlmU enzyme – biochemical, glucosamine-1-phosphate acetyltransferase (AID 1376) | 220,000 compounds, 0.25% hits | M. tuberculosis GlmU acetyltransferase enzyme assay; higher % means a stronger effect | inhibition, %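 (tested at 30 µM in the primary screen)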, or IC50 in µM where a hit was titrated; in the data active = inhibition above about 13%;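 also: 0% = complete reaction with vehicle and 100% = reaction without substrate; strong numbers were not always called active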
RmlCD inh 1536 – blocks M. tuberculosis RmlC and RmlD coupled enzymes. inhibition, % at 3.6 µM. P9WH09+P9WH11. RmlC+RmlD coupled enzyme assay, percent inhibition; primary screen in compound mixtures. 160,000 compounds, 0.03% hits; in the data active = inhibition mostly above about 34%, no sharp cut-off; also: some results filed as inactive read as strong as hits
Target sequence (P9WH09 whole entry, looked up): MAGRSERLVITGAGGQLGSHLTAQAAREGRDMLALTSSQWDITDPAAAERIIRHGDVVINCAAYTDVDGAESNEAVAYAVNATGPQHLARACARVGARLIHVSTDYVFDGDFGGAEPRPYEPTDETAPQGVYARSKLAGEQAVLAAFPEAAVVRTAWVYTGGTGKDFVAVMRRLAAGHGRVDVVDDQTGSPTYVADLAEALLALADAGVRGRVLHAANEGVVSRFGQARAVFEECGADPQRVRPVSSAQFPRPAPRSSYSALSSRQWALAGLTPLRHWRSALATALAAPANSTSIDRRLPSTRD
Target sequence (P9WH11 whole entry, looked up): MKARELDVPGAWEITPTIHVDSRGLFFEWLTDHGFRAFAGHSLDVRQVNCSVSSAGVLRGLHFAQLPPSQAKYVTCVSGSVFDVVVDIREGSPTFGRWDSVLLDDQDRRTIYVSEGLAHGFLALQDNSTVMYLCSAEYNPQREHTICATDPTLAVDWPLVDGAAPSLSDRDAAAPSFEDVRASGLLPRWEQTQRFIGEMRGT
Numbers without * were called inactive; / = not tested or not shown. This is a subset (hit frequency here may not be typical).

SMILES	M. tuberculosis GlmU	RmlCD inh 1536
CCn1c2ccccc2c2cc(NC(=O)C(=O)NCC3CCCO3)ccc21 (stereo not given)	-7.7%	-16
O=C(Cc1c[nH]c2ccccc12)N/N=C/c1ccc(F)cc1	-6.2%	-5
COC(=O)c1[nH]c2cccc(C)c2c1NC(=O)CN1CCN(c2ccccc2OC)CC1	-0.7%	8
CC(=O)Nc1ccc(S(=O)(=O)N2CCSC2c2ccc(C)cc2)cc1 (stereo not given)	-0.4%	/
CC(=O)Nc1ccc(S(=O)(=O)Nc2nc3ccccc3nc2Nc2ccc3ccccc3c2)cc1	5.8%	6
O=C1OCCC1Sc1nnc(-c2ccc(O)cc2)o1 (stereo not given)	5.4%	/
O=[N+]([O-])c1cccnc1N1CCN(c2ccccc2F)CC1	-0.6%	0
CCCC(=O)Nc1cc(C)c(NC(=O)C23CC4CC(CC(C4)C2)C3)cn1	5.3%	/
COc1cccc(OCC(=O)NNC(=O)Cc2cccs2)c1	3.7%	-13
COc1cc(/C=C2/NC(=O)N(c3cccc(Cl)c3)C2=O)ccc1O	-2.5%	-5
Cc1ccc(-c2csc3ncnc(NCCN4CCOCC4)c23)cc1	0.5%	22
CCOC(=O)N1CCN(C(=O)CC(C(=O)N2CCc3ccccc32)n2ccnc2)CC1 (stereo not given)	6.0%	-3
COc1ccc(NC(=O)CC2C(=O)N(c3ccc(OC)cc3)C(=O)N2CCN2CCN(C)CC2)cc1 (stereo not given)	-3.0%	-5
NS(=O)(=O)c1ccc(NC(=O)COc2ccc(C(=O)c3ccc(F)cc3)cc2)cc1	2.2%	5
O=c1/c(=C/c2ccc(O)cc2)sc2nc3cc(Br)cnc3n12	5.5%	-4
COc1ccc(/C=N/NC(=O)CN(C2=NS(=O)(=O)c3ccccc32)c2ccccc2)cc1OC	-1.4%	/
CC(Sc1nnc(-c2ccc(Cl)cc2Cl)n1Cc1ccccc1)C(=O)Nc1nccs1 (stereo not given)	-0.1%	-2
COC(=O)Cc1cc(=O)n(-c2nc3ccccc3s2)[nH]1	-3.5%	4
CCNc1nc(NCC)n2c(SC(C(=O)Nc3cc(C)ccc3C)c3ccccc3)nnc2n1 (stereo not given)	1.2%	/
Cc1cc2nc(SCCOC(=O)Nc3cccc(Cl)c3)nc(C)c2cc1C	-0.1%	6

Single values from the list.
In M. tuberculosis GlmU, CC(=O)Nc1ccc(S(=O)(=O)N2CCSC2c2ccc(C)cc2)cc1 (stereo not given) reads -0.4%
In M. tuberculosis GlmU, O=C(Cc1c[nH]c2ccccc12)N/N=C/c1ccc(F)cc1 reads -6.2%
In RmlCD inh 1536, CC(=O)Nc1ccc(S(=O)(=O)Nc2nc3ccccc3nc2Nc2ccc3ccccc3c2)cc1 reads 6

Following part
SMILES	M. tuberculosis GlmU	RmlCD inh 1536
c1cn(C23CC4CC(CC(C4)C2)C3)cn1	0.4%	14
O=C(/C=N/O)Nc1ccc(F)cc1	-1.2%	34
O=C1NC(=O)C(CCc2ccncc2)(c2ccccc2)C(=O)N1	0.5%	8
Cc1ccc(S(=O)(=O)NC2c3cccc4cccc(c34)C2Sc2n[nH]c(N)n2)cc1 (stereo not given)	-7.5%	9
CC1CCCN(C(=O)C2CCN(S(=O)(=O)c3cccc4cccnc34)CC2)C1 (stereo not given)	2.5%	4
O=C(Cc1ccccc1)NS(=O)(=O)c1ccc(N=NN2CCOCC2)cc1	2.6%	/
NC(=O)CN1CCOCCOCCN(CC(N)=O)CCOCCOCC1	2.2%	-3
CCC1Oc2ccc(C)cc2N(CC(=O)NCc2ccco2)C1=O (stereo not given)	2.1%	-2
Cc1cc(N2C(=O)CC(N3CCN(C(c4ccccc4)c4ccccc4)CC3)C2=O)no1 (stereo not given)	-2.1%	31
Cc1ccc(NC(=O)Nc2ccc(C(=O)N3CCOCC3)cc2)cc1	4.6%	-12
O=C(N/N=C/c1cccc2ccccc12)c1n[nH]c2c1CCCC2	9.3%	-8
O=C(COc1ccc([N+](=O)[O-])cc1)Nc1ccncc1	-5.2%	/
C=CCNC(=O)COc1ccccc1C#N	1.3%	10
Cc1ccc(/C=N/n2c(C)nnc2C)s1	2.7%	/
O=C(NC1CC2CCCC(C1)N2S(=O)(=O)c1ccccc1)c1ccco1 (stereo not given)	-7.7%	-5
Cc1cccc(NC(=S)NNC(=O)c2csc3c2CCCC3)c1	13%*	/
O=S1(=O)CCOC[C@H](Cc2ccccc2)N1Cc1cccc(Cl)c1	4.9%	/
O=C(N/N=C/C=C\c1ccccc1[N+](=O)[O-])c1ccco1	1.4%	8
O=C(CSc1nnc(-c2ccccc2)n1Cc1ccco1)Nc1ccc(S(=O)(=O)N2CCCC2)cc1	7.8%	2
CC(C)(C)NC(=O)/C=C/c1cccc(C(F)(F)F)c1	-4.5%	-11

Gathered by group: those above with an aryl thioether with sulfur outside any ring
SMILES	M. tuberculosis GlmU	RmlCD inh 1536
O=C1OCCC1Sc1nnc(-c2ccc(O)cc2)o1 (stereo not given)	5.4%	/
CC(Sc1nnc(-c2ccc(Cl)cc2Cl)n1Cc1ccccc1)C(=O)Nc1nccs1 (stereo not given)	-0.1%	-2
CCNc1nc(NCC)n2c(SC(C(=O)Nc3cc(C)ccc3C)c3ccccc3)nnc2n1 (stereo not given)	1.2%	/
Cc1cc2nc(SCCOC(=O)Nc3cccc(Cl)c3)nc(C)c2cc1C	-0.1%	6
Cc1ccc(S(=O)(=O)NC2c3cccc4cccc(c34)C2Sc2n[nH]c(N)n2)cc1 (stereo not given)	-7.5%	9
O=C(CSc1nnc(-c2ccccc2)n1Cc1ccco1)Nc1ccc(S(=O)(=O)N2CCCC2)cc1	7.8%	2

Following part
SMILES	M. tuberculosis GlmU	RmlCD inh 1536
CCOC(=O)c1c(C)[nH]c(C(=O)/C(C#N)=C/c2ccc(OC)c(OC)c2)c1C	-0.5%	/
c1ccc(-c2csc(-c3ccc(-c4csnn4)cc3)n2)cc1	/	-1
CCSc1ncc(C)cc1[N+](=O)[O-]	1.5%	-9
CCc1nc(SCc2cccnc2)c2c(=O)n(C)c(=O)n(C)c2n1	-2.0%	/
Cc1ccc([N+](=O)[O-])cc1N=Nc1c(-c2ccc([N+](=O)[O-])cc2)[nH]n(C(N)=S)c1=O	0.1%	-7
O=C(NCCc1ccccc1)C1CCN(Cc2ccccc2F)CC1	-1.2%	6
CC(=O)N1CC2(CC(=O)OC(C)C)CN(C(C)=O)CC(CC(=O)OC(C)C)(C1)C2=O	-0.6%	/
CC(C)c1onc(C(=O)NCc2ccc(F)cc2)c1[N+](=O)[O-]	1.2%	-9
COC(=O)c1ccc(C2c3c(oc4ccc(F)cc4c3=O)C(=O)N2CCO)cc1 (stereo not given)	-2.2%	-7
O=C(Nc1ccc(N2CCCCC2)c(Cl)c1)c1cccnc1	-4.0%	11
Cc1nnc(SCCn2c(N3CCCCCC3)nc3c2c(=O)[nH]c(=O)n3C)s1	-3.7%	/
CCOC(=O)C1CSC(CC(=O)Nc2ccc(OC(F)(F)F)cc2)C(=O)N1 (stereo not given)	-0.1%	/
COc1ccccc1NS(=O)(=O)c1ccc(C)c(NC(=O)NC2CCCCC2)c1	5.4%	-9
Cc1ccc(-c2nc3ncccc3o2)cc1NC(=O)c1cc2ccccc2o1	7.2%	/
O=C(NCc1ccccc1)C1=C[C@@H](C2CCCCC2)C[C@@H](OCc2ccc(CO)cc2)O1	-0.6%	/
Cc1c(NS(=O)(=O)c2cccs2)cccc1-c1nc2cccnc2s1	7.5%	/
O=Cc1ccc(OC2OCCOC2Oc2ccc(C=O)cc2)cc1 (stereo not given)	-0.9%	2
Cc1cc(Cl)c(S(=O)(=O)Nc2ccc(S(=O)(=O)N3CCOCC3)cc2)cc1OCC(N)=O	-0.4%	22
COc1cccc(Cn2c(=O)sc3ccccc3c2=O)c1	-4.1%	/
CNC(=O)COC(=O)c1ccccc1Nc1ccccc1	-0.6%	-7
O=C(c1ccccc1)N1CCCCC(S(=O)(=O)c2ccc3ccccc3c2)C1=O (stereo not given)	2.0%	-1
Cc1oc2c(CN(C)C)c(O)ccc2c(=O)c1-c1cscn1	-1.8%	3
CN(N)C(=S)NCc1ccccc1	-3.5%	-6
O=C1NC(=O)/C(=C/c2ccc(O)cc2)S1	2.4%	-10
O=c1cc(CSc2nnc(C3CC3)n2Cc2ccccc2)nc2sccn12	6.3%	-7
Cc1ccccc1NC(=O)COc1nsnc1N1CCOCC1	-3.0%	/
CCN(CC)c1ccc(C2C3CCCCC3(O)CCN2C(=O)c2cccs2)cc1 (stereo not given)	2.0%	6
COc1ccc(CN(CCN2CCOCC2)C(=O)c2c(F)cccc2F)cc1OC	-0.3%	10
CN1CCN(C/C(=C2/N=C(c3ccccc3)OC2=O)N(C)C)CC1	4.5%	-6
CCN1CCCC1CNC(=O)c1cn(C)c2ccc(S(=O)(=O)N3CCCCCC3)cc2c1=O (stereo not given)	-5.3%	/
Cc1ccc(CN(C(=O)c2ccco2)C(C(=O)NC2CCCC2)c2cccnc2)cc1 (stereo not given)	-3.7%	-7
CCCn1c(SCC(=O)c2cc(C)c(C)cc2C)n[nH]c1=O	0.9%	-8
O=[N+]([O-])NC1=NCN(Cc2ccco2)CN1Cc1ccco1	0.9%	/
O=C(c1cccs1)N1CCN(c2ncccn2)CC1	-2.0%	-15
Cc1ccc(N(C(=O)c2csnn2)C(C(=O)NC(C)(C)C)c2cccs2)cc1 (stereo not given)	-2.0%	/
C#CC(C)(CC)NC(=O)Cn1nnc(-c2cccc(C(F)(F)F)c2)n1 (stereo not given)	1.0%	7
COC(=O)C1C(=O)NC(SC)=C(C#N)C1c1ccccc1F (stereo not given)	-1.8%	9
Cc1ccccc1N1CCN(Cc2c(C#N)c3ccccc3n2C)CC1	2.5%	-6
COc1cc(C(Nc2ccc3c(c2)OCO3)C(=O)NC2CCCCC2)cc(OC)c1OC (stereo not given)	0.0%	/
NC(=O)COC(=O)CNC(=O)c1ccc(Cl)cc1	0.4%	/
COc1ccc(C2N(c3cc(C)on3)C(=O)C3CCCN32)cc1OC (stereo not given)	-3.6%	8
CCN(CC)c1ccc(C=C(c2nnnn2-c2ccc(C)cc2)c2nnnn2-c2ccc(C)cc2)cc1	-4.0%	-11
CCOC(=O)C(NC(=O)c1ccccc1)(Nc1cc(C)on1)C(F)(F)F (stereo not given)	-4.2%	10
C=CCOC(=O)C1=C(C)OC(N)=C(C#N)C1c1c(C)nn(-c2ccccc2)c1Cl (stereo not given)	-7.8%	10
O=C(CNC(=O)C(c1ccccc1)c1ccccc1)N/N=C/c1ccc(O)cc1O	-1.4%	-4
O=c1[nH]c2cc3c(cc2cc1CN(Cc1nnnn1CC1CCCO1)C1CCCC1)OCO3 (stereo not given)	/	15
Cc1cc(N/C=C\c2nnnn2-c2ccccc2)no1	-2.0%	9
CCCC(=O)C1=C(O)C(C(=O)OC)C(C)(C)CC1=N (stereo not given)	0.4%	10
COc1ccc(C(=O)NC(=S)NCCO)cc1Br	1.9%	-4
Cc1ccc(NC(=O)C(NC2CCCc3ccccc32)c2ccccc2)c([N+](=O)[O-])c1 (stereo not given)	3.4%	7
C/C(=N\NC(=O)c1ccccc1O)c1ccc(Br)s1	3.8%	-10
Cc1[nH]n2c(=O)c3c(nc2c1-c1ccc(F)cc1)CCCC3	-2.0%	5
CC1(C)CC(=O)C(=CN2CCOCC2)C(=O)C1	2.3%	5
O=C(O)CSc1nnc(-c2ccncc2)n1Cc1ccccc1	-6.3%	20
COc1ccccc1-c1cc2nc(C)c(CCC(=O)NCc3ccc(F)cc3)c(C)n2n1	-7.3%	81
CCC(C)NC(=O)CSC1=Nc2ccccc2C2=NC(CC(=O)NCc3ccccc3)C(=O)N12 (stereo not given)	-6.5%	-5
CCn1c(Cc2ccccc2)nnc1SCC(=O)Nc1nnc(-c2ccccc2)s1	2.7%	-8
COc1ccccc1N1CC(O)=C(c2nc3ccccc3s2)C1=N	-1.6%	1
CC(C)C(NS(=O)(=O)c1cccs1)C(=O)NCc1ccccc1Cl (stereo not given)	-7.1%	8
O=C(NC1CCCCC1)NC1(C(=O)NCCCN2CCOCC2)CCCCC1	2.9%	-3
Next part.
SMILES	M. tuberculosis GlmU	RmlCD inh 1536
CN1C(=O)C(CC(=O)Nc2ccc(F)cc2)N(CCCc2ccccc2)C1=S (stereo not given)	-5.2%	/
COc1cc2oc(=O)c(Br)c(C)c2c(OC)c1OC	9.2%	4
Cc1ccc(C)c(N2CCN(C(=O)c3ccc4nc(-c5ccco5)c(-c5ccco5)nc4c3)CC2)c1	0.9%	/
O=[N+]([O-])c1cccc(/C=C/C=N/Nc2nc(N3CCCCC3)nc(N3CCCCC3)n2)c1	-2.3%	/
Cc1cc(C)nc(SCc2ccc3nonc3c2)n1	2.9%	/
Nc1sc(-c2ccccc2)cc1-c1n[nH]c(=S)n1C1CCCCC1	1.5%	8
Cc1sc2nc(Cc3ccccc3)[nH]c(=O)c2c1-c1ccccc1	0.7%	/
CCOc1ccccc1NC(=O)Nc1cc(C(=O)O)ccc1C	1.8%	-9
COC(=O)[C@H](Cc1ccccc1)NC(=O)NCc1ccccc1	-3.0%	/
O=C(Nc1nc(-c2ccccc2)cs1)C1CCCO1 (stereo not given)	-3.9%	-10
O=c1nc(-c2ccccc2)n(-c2ccc(Cl)cc2)[nH]1	1.9%	10
CC(C)(C)n1nc2c(c1NC(=O)c1cc3ccccc3o1)CSC2	1.6%	15
CC1=CC(C)=Nc2ccccc2N1	3.1%	7
O=C(c1ccco1)N1CCN(C(=O)C2c3ccccc3Oc3ccccc32)CC1	0.0%	54

Five consecutive entries from above, quoted:
SMILES	M. tuberculosis GlmU	RmlCD inh 1536
CN1C(=O)C(CC(=O)Nc2ccc(F)cc2)N(CCCc2ccccc2)C1=S (stereo not given)	-5.2%	/
COc1cc2oc(=O)c(Br)c(C)c2c(OC)c1OC	9.2%	4
Cc1ccc(C)c(N2CCN(C(=O)c3ccc4nc(-c5ccco5)c(-c5ccco5)nc4c3)CC2)c1	0.9%	/
O=[N+]([O-])c1cccc(/C=C/C=N/Nc2nc(N3CCCCC3)nc(N3CCCCC3)n2)c1	-2.3%	/
Cc1cc(C)nc(SCc2ccc3nonc3c2)n1	2.9%	/

Screens: PubChem, several laboratories
